POLK inh: inhibitors of human DNA polymerase kappa; purified Pol kappa, fluorescent DNA synthesis assay, 10 min; Potency, µM (top dose mostly 107 µM), for the others: top-dose activity, negative = inhibition, most hits filed as inhibitors; 400,000 compounds, 0.53% hits; note: potency is the fitted concentration of half-maximal effect; % is set by controls: 0 for no effect and ±100 for the full control effect
Target sequence (Q9UBT6 whole entry, looked up): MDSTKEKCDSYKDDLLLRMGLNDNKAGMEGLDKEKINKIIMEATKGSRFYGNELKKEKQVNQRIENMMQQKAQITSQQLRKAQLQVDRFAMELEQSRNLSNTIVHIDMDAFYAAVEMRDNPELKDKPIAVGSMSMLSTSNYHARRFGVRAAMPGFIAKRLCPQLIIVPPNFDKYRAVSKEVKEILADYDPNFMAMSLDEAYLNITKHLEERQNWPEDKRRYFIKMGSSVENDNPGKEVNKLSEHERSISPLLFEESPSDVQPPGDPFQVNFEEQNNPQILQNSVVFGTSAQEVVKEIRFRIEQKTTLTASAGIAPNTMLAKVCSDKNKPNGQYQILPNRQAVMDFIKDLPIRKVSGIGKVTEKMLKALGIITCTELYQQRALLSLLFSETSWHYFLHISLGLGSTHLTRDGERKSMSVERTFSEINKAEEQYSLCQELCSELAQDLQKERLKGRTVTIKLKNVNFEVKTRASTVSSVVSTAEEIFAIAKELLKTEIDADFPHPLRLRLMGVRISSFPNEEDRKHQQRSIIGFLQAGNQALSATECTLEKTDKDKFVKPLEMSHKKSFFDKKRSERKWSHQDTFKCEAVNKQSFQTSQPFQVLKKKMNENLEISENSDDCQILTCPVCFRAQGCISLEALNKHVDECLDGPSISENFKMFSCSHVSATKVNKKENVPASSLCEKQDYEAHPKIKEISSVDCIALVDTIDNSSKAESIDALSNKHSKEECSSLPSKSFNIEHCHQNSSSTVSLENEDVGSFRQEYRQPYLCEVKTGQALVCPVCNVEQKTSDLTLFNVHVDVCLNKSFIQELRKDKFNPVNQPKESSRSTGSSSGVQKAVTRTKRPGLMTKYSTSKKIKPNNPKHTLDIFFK
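Fluorescent qHTS in 1536-well format: enzyme (10 nM) and compound sat 15 min at room temperature before 50 nM substrate (final) was added. Signal taken at 0 and 10 min; no-enzyme buffer wells were negative controls.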
ERG Ets-DNA blk: inhibitors of human ERG Ets domain-DNA interaction | P11308 | fluorescence polarization, His-ERG Ets domain / labelled DNA | Potency, µM (top dose mostly 76.9 µM), without a hit: top-dose FP activity, negative = inhibition, actives largely listed as inhibitors | 370,000 compounds, 0.028% hits; active = well fitted inhibition curve with a large enough effect in the polarisation, with a control signal flat; inconclusive = small, poorly fitted or top-dose-only effect, or effect the other way, or a change in a side signal; inactive = no such curve, though single readings can be large or run the other way; the % refers to the polarisation;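 note: polarization taken with two DNA probes labelled with fluorescein and Texas red; potency is the fitted concentration of half-maximal effect; % of control where 0% means no effect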
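His-tagged ERG Ets domain (1 uM in the protein solution; 300mM KCl, 50mM Tris-HCl, 1mM EDTA, 1mM DTT, pH 7.5) received compound, then a probe mix of 5 nM fluorescein-DNA and 100nM Texas-615-DNA. Fluorescence polarization was read for both dyes.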
POLB inh: inhibitors of human DNA polymerase beta. P06746. Pol beta primer extension/strand displacement, fluorescence kinetic. Potency, µM (doses to about 114 µM), for inactives: top-dose activity change, negative = inhibition, actives largely listed as inhibitors. 340,000 compounds, 1.3% hits; note: potency is the fitted concentration of half-maximal effect; % is set by controls: 0 for no effect and ±100 for the full control effect
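Curves were derived by four-parameter Hill fits of normalized qHTS data. The kinetic fluorescent primer-extension read was taken at 0 and 10 min after 50 nM substrate, following a 15 min room-temperature preincubation of 10 nM enzyme with compounds.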
APE1 inh: APE1 (human) endonuclease inhibition; P27695; 350,000 compounds, 0.35% hits; recombinant APE1, TAMRA/BHQ-2 abasic DNA cleavage fluorescence; Potency, µM (doses to about 65.8 µM), without a hit: at the highest dose activity change, negative = inhibition, usual class: inhibitors;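 note: potency is the fitted concentration of half-maximal effect; plate controls were vehicle for no effect and reference inhibitor for full effect; nearly all actives have a fitted effect of over 55% in size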
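Quantitative HTS: incision of a TAMRA/BHQ-2 double-stranded substrate bearing a tetrahydrofuran abasic site by 0.75 nM APE1 raises fluorescence. Substrate 50 nM final, added after 15 min compound preincubation at room temperature; progress as third-minus-first kinetic read difference.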
LDHA block: blocks human lactate dehydrogenase A; P00338; purified LDHA, NADH/diaphorase-resazurin fluorescence; stronger effect = lower value; activity change, % (values are at about 110 or 230 µM); 480,000 compounds, 0.15% hits; AID 1347041; in the data active = activity change below about -30%; inconclusive = mostly about -25% to -30%;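 note: plate controls were DMSO wells for no effect and wells without enzyme for full effect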
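Enzyme activity of human lactate dehydrogenase 5 (2 nM; 0.06 mM NADH, 0.2 mM pyruvate, 5 min, RT) is measured via a resazurin/diaphorase fluorescence readout of residual NADH.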
ALOX12 inh: ALOX12 (human) lipoxygenase inhibition. P18054. purified 12hLO, xylenol orange hydroperoxide absorbance. Potency, µM (top dose mostly 108 µM), without a hit: top-dose activity change, negative = inhibition, actives largely listed as inhibitors. 580,000 compounds, 1.1% hits. AID 1671190; note: potency is the fitted concentration of half-maximal effect; % is set by controls: 0 for no effect and ±100 for the full control effect
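Purified human 12hLO at 150 nM in 25 mM Hepes, 0.01% Triton X-100, pH 7.0, preincubated 15 min at room temperature with compound. Reaction started with 40 uM arachidonic acid, 30 min at room temperature. Hydroperoxide measured by Fe-xylenol orange, 573/405 nm absorbance ratio.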
POLH inh: blocks human DNA polymerase eta activity; 390,000 compounds, 1.2% hits; Q9Y253; AID 588591; Potency, µM (series often up to 114 µM), inactives show at the top dose activity change, negative = inhibition, hits mostly inhibitors; recombinant Pol eta, fluorescent DNA replication assay; note: potency is the fitted concentration of half-maximal effect; % is set by controls: 0 for no effect and ±100 for the full control effect
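Fluorescent replication assay: 50 nM final substrate added after a 15 min room-temperature compound preincubation with 10 nM enzyme. Signal taken at 0 min and again at 10 min.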
Apoferritin bind: candidate novel general anesthetic via apoferritin binding. P02791. apoferritin/1-aminoanthracene competitive binding, fluorescence. Potency, µM (doses to about 77.5 µM), for inactives: at the highest dose activity change, negative = displacement, most hits filed as inhibitors. 350,000 compounds, 0.074% hits. AID 485281; note: potency is the fitted concentration of half-maximal effect; % is set by controls: 0 for no effect and ±100 for the full control effect; nearly all actives have a fitted effect of over 20% in size
Target sequence (P02791 2-175 limits assumed): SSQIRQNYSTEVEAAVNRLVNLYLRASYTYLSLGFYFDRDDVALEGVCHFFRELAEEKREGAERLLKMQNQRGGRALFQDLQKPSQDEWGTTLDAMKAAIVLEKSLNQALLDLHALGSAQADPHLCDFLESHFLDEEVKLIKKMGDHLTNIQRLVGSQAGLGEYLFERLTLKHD
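Probe: 1-aminoanthracene (50% saturated, PBS). Protein: horse-spleen apoferritin, 10 uM. Incubation: 10 min, room temperature. Detection: 380 nm excitation, 535 nm emission. Analysis: normalized response, four-parameter Hill.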
RGS4 inh: human RGS4 inhibition; P49798; 390,000 compounds, 0.039% hits; Potency, µM (top dose mostly 114 µM), without a hit: top-dose activity change, negative = inhibition, usual class: inhibitors; Transcreener GDP fluorescence polarization, RGS4-accelerated GTP hydrolysis; note: potency is the fitted concentration of half-maximal effect; % is set by controls: 0 for no effect and ±100 for the full control effect; nearly all actives have a fitted effect of over 75% in size; some results filed as inactive show a strong effect at the top dose
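MLSMR compounds (23 nl, pin-transferred) preincubated 10 min at room temperature with a 500nM (2x) first reagent, then RGS4 at 900nM (2x) plus Transcreener GDP mix added; fluorescence polarization (620/688 nm) read before and after 90 min at 30 °C.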
Active calls of the source: *; ? = inconclusive; / = no result given; & = joins results of further samples; [ ] = remark or other dose. Unless noted, calls come from the whole dose curve; as a rule, active = well fitted curve in the direction sought with a large enough effect; inconclusive = small, poorly fitted or top-dose-only effect, or another doubt; inactive = no such curve, though single readings can be large; an effect the other way counts as inactive or inconclusive. A portion of the library. The share of hits here may be higher or lower than overall.

SMILES	POLK inh	ERG Ets-DNA blk	POLB inh	APE1 inh	LDHA block	ALOX12 inh	POLH inh	Apoferritin bind	RGS4 inh
COc1cc(/C=N/Nc2ccc(F)cc2F)cc(OC)c1O	-16.1%	2.1%	2.6%	0.4%	31.4	?	-16.4%	-4.0%	-5.1%
CC(OC(=O)C1CCCC1)C(=O)Nc1ccc(C(N)=O)cc1 (stereo not given)	-10.2%	-1.7%	/	-12.4%	-7.6	2.7%	1.5%	/	11.1%
O=C(NC1CC(=O)N(c2cccc(F)c2)C1)C(c1ccccc1)c1ccccc1 (stereo not given)	-11.2%[60.1 µM]	-1.7%	-15.2%	/	-7.6	-24.5%	-13.7%	-3.3%	21.5%
O=C(NCc1ccncc1)/C(=C\c1ccc(F)cc1)NC(=O)c1ccccc1	-3.5%	-3.5%	23.8%	-4.2%	-2.0	-7.9%	-18.0%	-7.7%	8.5%
Nc1nc(-c2ccc(Cl)cc2)nn1C(=O)c1ccco1	-19.2%	-0.3%	1.3%	-1.6%	-7.8	-5.8%	-4.5%	-2.7%	10.0%
COc1ccc(CNS(=O)(=O)c2ccc(-c3cnc(C4CC4)o3)cc2)cc1	0.8%	10.4%&-1.4%	?	22.8%	-2.1&0.0	-6.2%&-24.6%	-1.2%&-19.7%	-17.2%&-11.4%	-8.9%[56.9 µM]
CC(=O)Nc1cccc(C(=O)NCc2ccc3c(c2)CCN3C(=O)c2ccc(F)cc2)c1	-6.4%[60.1 µM]	-10.3%	-0.1%	/	4.5	-5.0%	-25.1%	?	-6.0%
CCc1ccccc1NC(=O)c1cc(-c2cccs2)on1	-7.6%	3.0%	54.4%	-9.1%	-6.4	-12.8%	-4.7%	-8.8%	8.8%
CCOC(=O)N1CCc2c(sc3c2c(=O)n(Cc2ccccc2)c(=O)n3Cc2cccc(C)c2)C1	1.3%&-1.1%	2.1%&-0.8%	2.3%&6.6%	0.8%	-1.6&-18.1	0.0%&-2.2%	-10.7%&-22.1%	-9.5%&3.1%	17.5%&12.4%
Cc1ccc(Nc2nc(N/N=C\c3ccc4c(c3)OCO4)nc(N3CCOCC3)n2)cc1	-3.3%	3.5%	1.3%	-7.4%	0.4	-1.0%	-9.6%	-5.5%	10.9%
COC(=O)CSc1snnc1-c1ccc(F)cc1	-14.4%	-1.6%	7.8%	2.5%	-6.5	10.9%	-13.5%	?	19.2%
Cc1ccc(S(=O)(=O)N2CCOCC2)cc1NC(=O)c1cc(-c2ccccn2)nc2ccccc12	-6.2%	14.0%	42.8%[activator]	-0.8%	-3.4	8.2%	2.2%	-7.4%	-17.4%[11.4 µM]
CCN1C(=O)[C@@H]2Cc3c([nH]c4ccccc34)C(c3ccc(OC)cc3)N2C1=S (stereo not given in full)	0.6%	-1.1%	6.6%	33.0%[activator]	-4.1	/	-1.3%	-7.0%	-10.1%
COc1ccc(NC(=O)C23CC4CC(C2)CC(n2cnc(Br)n2)(C4)C3)cc1Cl	-8.0%	3.2%	31.1%	5.3%	-0.9	3.4%	-13.1%	-14.7%	0.7%
C=CCn1c(=O)[nH]c2cc(C(=O)N3CCN(c4ccc(C(C)=O)cc4)CC3)ccc2c1=O	?	6.4%	35.5µM*	-7.4%	-2.0	-0.8%	?	-14.0%	-38.8%
Cc1noc(NS(=O)(=O)c2ccc(NC(=O)c3ccc(N(C)C)cc3)cc2)c1C	-14.0%	-7.2%	/	7.3%	-9.5	0.0%	-7.9%	/	12.7%
COc1cc(C(=O)NCC(=O)NCCCSc2ccccc2)cc(OC)c1OC	3.8%	-3.0%	/	-15.7%	-6.4	0.0%	-9.2%	/	5.3%
CCC1CCC/C1=N\NC(=O)c1ccc(Cl)cc1 (stereo not given)	-1.7%	-0.5%	/	/	-3.3	-20.0%	-17.1%	/	3.8%
Cc1nn2c(Nc3ccccc3)c3c(nc2c1-c1ccccc1)CCC3	-12.8%	-6.6%	15.2%	?	-0.1	29.9%	-24.4%	-4.2%	13.8%
COC(=O)CCN1CCN(S(=O)(=O)c2ccccc2Br)CC1	1.6%	6.5%	-26.7%	1.5%	?	-22.1%	-7.7%	-7.2%	-30.3%
O=C(COC(=O)CNC(=O)c1sc2ccccc2c1Cl)NC1CCS(=O)(=O)C1 (stereo not given)	-7.4%	-11.8%	/	8.2%	-6.4	17.2%	-2.0%	/	17.9%
COc1cc(Cl)c(C)cc1NC(=O)CN1c2ccccc2S(=O)(=O)c2ccccc21	-9.4%[60.1 µM]	4.6%	17.8%	/	-9.1	-22.0%	-13.4%	-8.4%	-2.6%
CCC(Sc1nnc(-c2ccc(OC)cc2)c(-c2ccc(OC)cc2)n1)C(=O)Nc1cccc(OC)c1 (stereo not given)	-7.8%[60.1 µM]	1.3%	25.7%	/	-1.6	?	-24.7%	-6.4%	-17.4%
Cc1ccc(C)c2sc(NC(=O)C3CC3)nc12	-25.8%	7.2%	19.5%	7.3%	-7.0	-1.1%	-20.8%	-3.2%	0.6%
CC1(C(=O)O)CCC(C(=O)NC2CCCCC2)C1(C)C (stereo not given)	-8.2%	/	89.1µM*	-0.6%	-8.3	2.1%[57.4 µM]	-6.7%	0.5%	-16.2%
SMILES	POLK inh	ERG Ets-DNA blk	POLB inh	APE1 inh	LDHA block	ALOX12 inh	POLH inh	Apoferritin bind	RGS4 inh
CCCOc1ccc(-c2c(C(=O)N/N=C(\C)COc3ccccc3)nnn2-c2nonc2N)cc1	0.7%	4.5%	8.7%	33.6%	0.6	16.7%	-12.6%	?	-18.8%
C=CCC[C@@H](Cc1ccc(F)cc1)C(=O)OC[C@H]1CCCN1C(=O)[C@@H](CC=C)CC(=O)N[C@H](CO)Cc1ccccc1	-26.5%	1.7%	/	-24.9%	6.2	?	?	/	3.3%
O=C1C=C(N2CCOCC2)CO1	-8.9%	-3.7%	/	/	-3.1	-10.8%	-9.9%	/	22.1%
O=S(=O)(c1cnccc1N1CCN(/N=C/c2ccc(Cl)cc2)CC1)N1CCCCC1	-3.9%	-10.2%	-7.8%	1.4%	-3.8	-32.7%	-19.3%	0.9%	4.2%
Nc1cc(N)nc(SCC(=O)Nc2cc(S(=O)(=O)N3CCOCC3)ccc2Cl)n1	-4.1%	2.1%	36.0%	8.3%	-10.5	/	4.7%	0.1%	2.8%
CCN1CCN(CCCOc2ccc(-c3ccccc3)cc2)CC1	-0.7%	/	8.4%	25.6%	-4.3	-4.5%	0.6%	-9.5%	9.7%
CC[C@H](C)[C@H]1CNC(=O)C(=O)N1CC1CCN(CCc2ccccc2)CC1	0.5%	-1.5%	/	/	-5.0	-20.5%	3.5%	/	2.4%
Cc1ccc(C(=O)CC2(O)C(=O)N(CCc3ccccc3)c3ccc(Br)cc32)o1 (stereo not given)	-8.0%	7.0%	1.8%	-8.0%	3.5	?	-18.9%	-9.0%	-49.1%
COc1cc(C(=O)Nc2nnc(CC(=O)NCc3ccccc3)s2)cc(OC)c1OC	-9.0%	1.7%	16.2%	20.3%	-5.1	0.0%	-4.3%	-9.2%	42.9%
C#CCOCCOCCOCCNc1nc(N2CCN(C(=O)[C@H]([C@@H](C)CC)n3cc([C@@H](N)CC(C)C)nn3)CC2)nc(N2CCN(C(=O)[C@H]([C@@H](C)CC)n3cc([C@@H](N)CC(C)C)nn3)CC2)n1	-5.4%	20.2%	-17.6%	5.4%	-2.5	2.6%	-7.0%	-15.6%	-16.5%
CCn1c(O)c(C=NC2CCCC(C)C2C)sc1=S (stereo not given)	-0.9%	1.3%	-21.1%	-3.2%	-2.9	0.0%	-15.0%	?	-1.7%
Cc1ccc2cc3c(N)c(C(=O)N4CCOCC4)sc3nc2c1	-6.8%	-4.2%	14.3%	0.0%	-3.1	0.0%	-17.4%	-6.9%	-27.4%
Cc1cc(C)cc(NC(=O)C(OC(=O)c2sccc2C)c2ccccc2)c1 (stereo not given)	-6.2%	-16.8%	8.7%	-1.1%	-3.2	-22.6%	-10.7%	-17.7%	-3.6%
COc1cccc2c1cc1c(=O)n(CC(=O)NCCCN3CCN(C)CC3)nc(C)n12	-5.6%&13.8%	-8.7%&-7.9%	-1.3%&19.4%	48.7%[activator]	-3.4&0.0	-4.9%&-24.3%	-0.5%&-1.4%	-11.5%&4.1%	14.9%&-12.7%
CCc1ccccc1N1CC(c2nc3ccccc3n2Cc2cccc(C)c2)CC1=O (stereo not given)	-15.9%	1.9%	2.6%	/	7.0	-2.1%	-15.6%	-19.6%	-13.9%
Cn1cccc1CNC1CCCC1	1.4%	/	-2.0%	-1.4%	3.8	-3.4%[57.4 µM]	-8.7%	-9.2%	-18.6%
N=C1/C(=C/c2ccco2)C(=O)N=C2SC(CC(=O)N3CCCC3)=NN12	?	-6.7%	?	-27.0%	-2.3	-3.9%	14.1µM*	-1.4%	16.8%[56.9 µM]
c1cncc(-c2nc(NCCCN3CCOCC3)c3c4c(sc3n2)CCC4)c1	-16.0%	?	-9.9%	-2.8%	-2.9	2.2%	-13.5%	2.0%	-10.8%
O=C(O)CCC(=O)Nc1ccccc1C(=O)NCCc1ccccc1	5.1%	-6.1%	15.3%	-1.2%	-11.8	-4.6%	-6.6%	-0.3%	11.6%
COCCCNc1nc2c(-c3cccc(Br)c3)nnn2c2ccccc12	-6.6%	-2.5%	25.8%	/	-6.4	-21.5%	0.2%	44.4%[activator]	16.1%
